Screening data from PubChem BioAssay.
phage Ecoli inh: E. coli growth loss with phage present; growth absorbance; inhibition, % at 11.9 µM; 360,000 tested, 0.26% active; in the data active = inhibition above about 11%
HTR5A inv ctr: counter-screen for OPRM1-OPRD1 inverse agonists: human HTR5A inverse agonism; 340,000 tested, 0.083% active; HTR5A cell line, luminescence; P47898; inhibition, % at 9.3 µM; AID 504634; in the data active = inhibition mostly above about 23%, no sharp cut-off; inactive = mostly below about 18%;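 note: 0% = cells with DMSO and 100% = no-cell wells with DMSO; some compounds called inactive have numbers as strong as hits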
Target sequence (P47898 whole entry, looked up): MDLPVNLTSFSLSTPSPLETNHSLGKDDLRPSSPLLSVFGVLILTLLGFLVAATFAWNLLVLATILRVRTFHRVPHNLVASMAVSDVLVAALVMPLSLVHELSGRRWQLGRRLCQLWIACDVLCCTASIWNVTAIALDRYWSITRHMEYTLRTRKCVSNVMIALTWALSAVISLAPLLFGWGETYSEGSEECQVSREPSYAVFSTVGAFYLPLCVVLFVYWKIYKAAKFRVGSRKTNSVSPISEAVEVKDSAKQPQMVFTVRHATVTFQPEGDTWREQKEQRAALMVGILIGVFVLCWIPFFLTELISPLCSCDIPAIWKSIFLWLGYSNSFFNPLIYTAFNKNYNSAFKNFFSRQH
Ecoli viability: bacterial growth inhibition, counter-screen for AddAB inhibitors | E. coli V3065 growth, OD600 absorbance, 18 h | inhibition, % at 11.9 µM | 330,000 tested, 0.27% active | AID 449728;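 active = inhibition above the campaign's mean inhibition across all tested compounds plus 3 SD, cut at about 9.9% in these data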;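 note: uninfected addAB+ strain grown without phage in ampicillin broth; 0% = DMSO wells and 100% = ciprofloxacin 0.95 µg/ml wells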
PKA-R2B act: activators of human PKA-R2B complex. activation, % at 11.4 µM. 340,000 tested, 0.079% active. AID 504700. P22694+P31323. PKA-R2B holoenzyme dissociation, Cy5-IP20 fluorescence polarization; R2B truncated from residue 108, S112A mutant; 0% DMSO only, 100% 113 µM cGMP;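 active = activation above a cutoff set at the mean over all compounds plus 3 SD, cut at about 18% in these data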;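 note: higher means more holoenzyme dissociation and a rise in polarization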
PKA-R1A activ: activates the PKA-R1A holoenzyme complex | P00514+P68181 | PKA-R1A dissociation, Cy5-IP20 fluorescence polarization; scaled: DMSO 0%, 113 µM cGMP 100% | activation, % at 11.4 µM | 340,000 tested, 0.083% active;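 active = percent activation above the mean of all tested compounds plus 3 SD, cut at about 19% in these data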;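 note: higher means more PKAc released from R1A so a rise in polarization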
Tat export inh: E. coli Tat transport inhibition | E. coli MC4100 TorA-mCherry Tat export, fluorescence | inhibition, % at 10 µM | 340,000 tested, 0.036% active;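 active = mean replicate inhibition at least 50% and at least half of replicates individually reaching 50%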;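 note: exported cargo escapes ClpAP degradation while cytoplasmic cargo is degraded and loses fluorescence; 0% = median of neutral control wells and 100% = median of NaSCN control wells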
HTR5A ag ctr: HTR5A agonism, opioid heterodimer counter-screen. P47898. HTR5A agonist assay, luminescence, cell-based. 340,000 tested, 0.61% active. activation, % at 9.3 µM. AID 504692; in the data active = activation mostly above about 9.5%, no sharp cut-off; inactive = mostly below about 7.6%;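 note: 0% = cells with vehicle only and 100% = reference agonist; strong numbers were not always called active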
DAGLB inh: blocks human DAGLB lipase activity. Q8NCG7. HEK293T DAGLB membrane lysate, EnzChek fluorogenic substrate. inhibition, % at 5.17 µM. 340,000 tested, 0.059% active. AID 504411; in the data active = inhibition above about 34%;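 note: 0% = enzyme with vehicle and 100% = wells lacking enzyme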
Target sequence (Q8NCG7 whole entry, looked up): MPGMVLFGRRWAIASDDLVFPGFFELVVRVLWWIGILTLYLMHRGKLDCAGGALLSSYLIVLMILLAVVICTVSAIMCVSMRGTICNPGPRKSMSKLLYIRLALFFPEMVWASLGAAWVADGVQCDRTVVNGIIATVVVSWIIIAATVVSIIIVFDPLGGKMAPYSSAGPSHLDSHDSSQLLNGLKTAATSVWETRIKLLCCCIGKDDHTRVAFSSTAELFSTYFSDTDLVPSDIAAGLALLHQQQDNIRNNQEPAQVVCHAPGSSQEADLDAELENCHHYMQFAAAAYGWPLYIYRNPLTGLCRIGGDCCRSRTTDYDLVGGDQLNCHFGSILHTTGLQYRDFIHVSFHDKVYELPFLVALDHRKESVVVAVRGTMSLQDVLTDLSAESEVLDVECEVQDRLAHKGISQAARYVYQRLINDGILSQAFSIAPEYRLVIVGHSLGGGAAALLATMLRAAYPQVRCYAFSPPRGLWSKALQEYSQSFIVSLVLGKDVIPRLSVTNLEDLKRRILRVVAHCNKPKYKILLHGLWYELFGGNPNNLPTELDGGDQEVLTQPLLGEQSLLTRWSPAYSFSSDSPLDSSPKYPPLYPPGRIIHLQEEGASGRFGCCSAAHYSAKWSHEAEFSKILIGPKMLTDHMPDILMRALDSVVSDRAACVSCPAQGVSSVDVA
CDK5 p35 inh: inhibitors of human CDK5/p35 kinase | inhibition, % at 10 µM | Recombinant CDK5/p35, ADP-Glo luminescence, 60 min | AID 488839 | 330,000 tested, 0.01% active | Q00535+Q15078;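 active = highest replicate inhibition of at least 50% and at least 75% of replicates reaching 50%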;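 note: plate controls were DMSO neutral control for no effect and GW8510 at 10 µM for full effect; many of its hits are not listed in these tables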
AddAB inh: less growth of phage-infected E. coli with AddAB. inhibition, % at 11.9 µM. E. coli expressing H. pylori AddAB, absorbance growth. AID 435030. 330,000 tested, 0.29% active; in the data active = inhibition above about 12%;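 note: 0% = vehicle wells of infected cells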
Mot1-301 SUMO: SUMOylation pathway inhibition by Mot1-301 growth rescue; S. cerevisiae Mot1-301 growth rescue, ATP luminescence, 38.5C; percent above DMSO median, 100 means doubled; growth rescue, % at 18.8 µM; 320,000 tested, 1% active; AID 2716;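 active = every valid replicate shows activation above 250% relative to neutral control wells; inactive = the rest, any valid replicate at or below 250%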;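 note: OY570 slx delta 5 strain wells were the positive control but not used for scaling; some compounds called inactive have numbers as strong as hits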
Active calls of the source: *; / = no result given.

Under each structure – phage Ecoli inh | HTR5A inv ctr | Ecoli viability | PKA-R2B act | PKA-R1A activ | Tat export inh | HTR5A ag ctr | DAGLB inh | CDK5 p35 inh | AddAB inh | Mot1-301 SUMO
1. Cc1cccc(C)c1-n1nnnc1SCSc1nnnn1-c1c(C)cccc1C
 : 1.3 | -39 | -0.6 | 1 | -10 | -3 | 0 | -4 | 2.7 | -1.4 | -11
2. COc1ccc(N2C(=O)c3ccccc3NC2c2ccc(OC)c(COc3ccccn3)c2)cc1 (stereo not given)
 : 3.1 | -11 | -2.2 | -7 | -6 | 2 | 4 | -4 | -1.6 | -2.6 | -3
3. Cc1ccc(CC(=O)Nc2nnc(-c3ccc(F)cc3)o2)c(C)c1
 : / | 7 | -5.6 | 9 | 6 | -14 | 2 | -1 | -0.4 | -4.4 | 51
4. COc1cccc(NC(=O)Nc2c(C)n(C)n(-c3ccccc3)c2=O)c1
 : 1.9 | -6 | 0.8 | 5 | 3 | -3 | 3 | -1 | / | -0.2 | 2
5. O=C(CCN1CCOCC1)NC12CC3CC(CC(C3)C1)C2
 : 1.5 | -11 | -0.5 | -1 | -8 | -7 | 3 | -3 | -0.2 | -1.5 | 5
6. CCOC(=O)c1[nH]c(C)c(C(=O)NCc2ccco2)c1C
 : 2.9 | 8 | 2.9 | -2 | 4 | 9 | -3 | -6 | -0.9 | 4.9 | 20
7. COCCCNC(=O)CSc1nc2cc(C(=O)NCCOC)ccc2c(=O)n1Cc1ccc2c(c1)OCO2
 : -0.2 | -15 | 0.5 | 8 | 9 | -11 | 4 | -1 | 0.3 | -1.9 | -7
8. Cc1ccc(NS(=O)(=O)c2ccc(OCC(N)=O)cc2)cc1
 : 2.5 | 5 | 4.3 | -20 | -2 | -2 | 4 | 2 | -2.8 | 2.1 | -4
9. O=C(Cn1cnc2c(nnn2Cc2ccc(Cl)cc2)c1=O)NC1CCCC1
 : 2.9 | -21 | -0.8 | 8 | 9 | -2 | 2 | 0 | 2.2 | 2.7 | -6
10. O=C(NCc1cccs1)C1CCN(S(=O)(=O)c2cccc3cccnc23)CC1
 : 1.1 | -41 | 3.7 | 6 | 3 | -5 | 14* | -2 | 1.7 | 17* | 6

More records.
Under each structure – phage Ecoli inh | HTR5A inv ctr | Ecoli viability | PKA-R2B act | PKA-R1A activ | Tat export inh | HTR5A ag ctr | DAGLB inh | CDK5 p35 inh | AddAB inh | Mot1-301 SUMO
11. COc1ccccc1C(=O)CN1C(=O)NC2(CCCc3ccccc32)C1=O (stereo not given)
 : 1.0 | -17 | -2.1 | -17 | 4 | -5 | 4 | 1 | 2.1 | -1.4 | 22
12. O=C(NC(=S)Nc1ccccc1)C1CCCCC1
 : 0.4 | -9 | 1.6 | 2 | -10 | 1 | 2 | -8 | 0.5 | 2.8 | -4
13. CCCC(=O)Nc1ccc2c(c1)c1ccccc1n2CC
 : 3.3 | -13 | -0.8 | -6 | -14 | 19 | 4 | 1 | -0.3 | 2.4 | 15
14. Cn1c(-c2ccc(Br)o2)nc2ccccc21
 : 0.0 | -10 | 0.3 | -9 | -10 | -2 | -1 | -2 | 5.2 | 2.1 | -25
15. O=C1C2CCCN2C(=S)N1c1ccccc1 (stereo not given)
 : 0.0 | -14 | / | 0 | -8 | 2 | 4 | -1 | 0.6 | / | 300
16. O=C(Nc1ccc(Oc2cccnc2)cc1)C1CCN(Cc2cc(Cl)ccc2O)CC1
 : 5.0 | 9 | -0.2 | -7 | -10 | 0 | 2 | -2 | 0.3 | 4.5 | 5
17. CCSc1cc(N2CCCC2)nc(-c2ccccc2)n1
 : 1.1 | -3 | 0.0 | -8 | -2 | -3 | 1 | -14 | 1.0 | 1.6 | -5
18. CC(c1ccco1)N(C(=O)c1ccc(C(F)(F)F)cc1)c1ccccn1 (stereo not given)
 : 1.2 | -7 | 0.6 | -8 | -7 | 1 | 3 | -3 | 1.8 | 0.3 | /
19. O=C(Nc1sc2c(c1C(=O)O)CCCCC2)c1ccccc1
 : 3.2 | -1 | 1.6 | -13 | 1 | 20 | 2 | 5 | -3.0 | 2.7 | -10
20. Cc1ccc(C(c2ccc(C)o2)c2cccc([N+](=O)[O-])c2O)o1
 : 3.5 | -9 | 1.8 | -3 | -3 | 4 | 3 | 2 | -0.7 | 1.1 | 20

11 structures from above, sorted by number of heavy atoms, smallest number first:
Under each structure – phage Ecoli inh | HTR5A inv ctr | Ecoli viability | PKA-R2B act | PKA-R1A activ | Tat export inh | HTR5A ag ctr | DAGLB inh | CDK5 p35 inh | AddAB inh | Mot1-301 SUMO
15. O=C1C2CCCN2C(=S)N1c1ccccc1 (stereo not given)
 : 0.0 | -14 | / | 0 | -8 | 2 | 4 | -1 | 0.6 | / | 300
12. O=C(NC(=S)Nc1ccccc1)C1CCCCC1
 : 0.4 | -9 | 1.6 | 2 | -10 | 1 | 2 | -8 | 0.5 | 2.8 | -4
17. CCSc1cc(N2CCCC2)nc(-c2ccccc2)n1
 : 1.1 | -3 | 0.0 | -8 | -2 | -3 | 1 | -14 | 1.0 | 1.6 | -5
13. CCCC(=O)Nc1ccc2c(c1)c1ccccc1n2CC
 : 3.3 | -13 | -0.8 | -6 | -14 | 19 | 4 | 1 | -0.3 | 2.4 | 15
19. O=C(Nc1sc2c(c1C(=O)O)CCCCC2)c1ccccc1
 : 3.2 | -1 | 1.6 | -13 | 1 | 20 | 2 | 5 | -3.0 | 2.7 | -10
20. Cc1ccc(C(c2ccc(C)o2)c2cccc([N+](=O)[O-])c2O)o1
 : 3.5 | -9 | 1.8 | -3 | -3 | 4 | 3 | 2 | -0.7 | 1.1 | 20
18. CC(c1ccco1)N(C(=O)c1ccc(C(F)(F)F)cc1)c1ccccn1 (stereo not given)
 : 1.2 | -7 | 0.6 | -8 | -7 | 1 | 3 | -3 | 1.8 | 0.3 | /
9. O=C(Cn1cnc2c(nnn2Cc2ccc(Cl)cc2)c1=O)NC1CCCC1
 : 2.9 | -21 | -0.8 | 8 | 9 | -2 | 2 | 0 | 2.2 | 2.7 | -6
10. O=C(NCc1cccs1)C1CCN(S(=O)(=O)c2cccc3cccnc23)CC1
 : 1.1 | -41 | 3.7 | 6 | 3 | -5 | 14* | -2 | 1.7 | 17* | 6
16. O=C(Nc1ccc(Oc2cccnc2)cc1)C1CCN(Cc2cc(Cl)ccc2O)CC1
 : 5.0 | 9 | -0.2 | -7 | -10 | 0 | 2 | -2 | 0.3 | 4.5 | 5
7. COCCCNC(=O)CSc1nc2cc(C(=O)NCCOC)ccc2c(=O)n1Cc1ccc2c(c1)OCO2
 : -0.2 | -15 | 0.5 | 8 | 9 | -11 | 4 | -1 | 0.3 | -1.9 | -7

The list goes on.
Under each structure – phage Ecoli inh | HTR5A inv ctr | Ecoli viability | PKA-R2B act | PKA-R1A activ | Tat export inh | HTR5A ag ctr | DAGLB inh | CDK5 p35 inh | AddAB inh | Mot1-301 SUMO
21. CC(C)(C)C(=O)/C(=C/c1ccc(Cl)cc1)n1cncn1
 : -2.0 | -8 | / | 7 | -3 | -7 | 2 | 2 | 2.1 | / | 431
22. CC1CCN(S(=O)(=O)c2ccc3c(c2)CC(C)N3C(=O)C2CCC2)CC1 (stereo not given)
 : 1.3 | -7 | -0.8 | -1 | -7 | 2 | 2 | -5 | / | 0.1 | 2
23. O=C(Nc1ccnn1C1CCN(Cc2ccc(O)c(Cl)c2)CC1)C1CCCC1
 : 3.4 | -24 | -0.3 | 4 | -4 | 0 | -1 | 1 | 0.9 | 2.6 | 13
24. COc1ccccc1-c1nnc(Nc2nc3c(OC)cccc3s2)o1
 : 0.8 | -11 | -4.7 | -9 | 7 | -4 | 2 | 12 | 0.5 | -1.8 | -1
25. O=C(Cn1cc(C(F)(F)F)cc(Cl)c1=O)Nc1cc(S(=O)(=O)N2CCOCC2)ccc1Cl
 : 1.1 | -5 | -2.8 | -9 | -5 | -10 | 2 | -2 | -6.1 | 2.5 | -7
26. O=C(COC(=O)c1cc[n+]([O-])cc1)Nc1cccc(Br)c1
 : 6.1 | -3 | / | -10 | -6 | -3 | 1 | 1 | -0.6 | / | /
27. O=C(Nc1cccc(S(=O)(=O)N2CCOCC2)c1)C1=NN(c2ccccc2)C(=O)CC1
 : 1.1 | -14 | 0.0 | -4 | 7 | -3 | -5 | -1 | 1.0 | 3.9 | 6
28. O=C(NCc1cccs1)c1ccccc1C(=O)NCc1cccs1
 : 3.6 | -6 | 1.4 | 1 | -7 | 3 | 3 | 1 | -0.8 | -0.9 | -10
29. O=C(Nc1ccc2c(c1)S(=O)(=O)N=C1CCCCCN12)c1ccccc1Cl
 : 0.8 | 6 | 0.3 | 5 | 5 | 0 | 1 | 1 | -0.3 | -0.8 | -7
30. Cc1ccc(S(=O)(=O)Oc2ccccc2/C=C2\SC(=O)NC2=O)cc1
 : 4.3 | 12 | 0.5 | -6 | -10 | -12 | 0 | 7 | 0.4 | 0.7 | -13

Next results follow:
Under each structure – phage Ecoli inh | HTR5A inv ctr | Ecoli viability | PKA-R2B act | PKA-R1A activ | Tat export inh | HTR5A ag ctr | DAGLB inh | CDK5 p35 inh | AddAB inh | Mot1-301 SUMO
31. CC(=O)NCc1ccc2[nH]c(C)cc2c1
 : -0.1 | -2 | 0.6 | 11 | -2 | -5 | 1 | 1 | 1.4 | -1.9 | -12
32. CCOc1cc(C(=O)N2CCC3(CC2)NCCc2[nH]cnc23)cc(OCC)c1OCC
 : 0.5 | -2 | -2.2 | -1 | -7 | -10 | 0 | -2 | -2.6 | 1.7 | 169
33. CC(O)CNc1ccc(-c2nn(C)c(=O)c3ccccc23)cc1[N+](=O)[O-] (stereo not given)
 : 0.6 | 9 | -0.8 | 1 | 5 | -3 | 4 | 6 | 0.7 | 3.2 | 9
34. CN(C)C1N(C(=O)c2ccccc2)N=C2c3ccccc3S(=O)(=O)N21 (stereo not given)
 : 2.1 | -6 | 0.7 | 2 | 2 | 3 | 4 | 0 | -0.5 | 3.4 | 12
35. Cc1cccc(N2CCN(CC(O)COc3ccccc3)CC2)c1 (stereo not given)
 : 3.3 | 14 | / | -1 | 8 | 0 | -4 | -1 | 0.4 | / | /
36. COCCN(C(=O)c1csnn1)C(C(=O)NC1CCCC1)c1ccc(C)cc1 (stereo not given)
 : 0.0 | 26 | 0.6 | -4 | 1 | -2 | 1 | 2 | 0.6 | 3.6 | 80
37. Cn1cnnc1SC1c2cccc3cccc(c23)C1NS(=O)(=O)c1ccccc1 (stereo not given)
 : 1.9 | -4 | -1.9 | -7 | 3 | -4 | 1 | 3 | -0.3 | 1.4 | -4
38. COc1ccc2[nH]c(=O)c(CN(Cc3ccccc3)Cc3nnnn3CC3CCCO3)cc2c1 (stereo not given)
 : -1.7 | -5 | -1.1 | -14 | -13 | -2 | 3 | 1 | 0.0 | -0.9 | -22
39. O=C(N/N=C/c1ccc(N2CCOCC2)s1)c1ccccc1Br
 : 4.5 | 19 | -1.6 | -6 | 1 | -5 | -1 | -1 | -3.1 | -0.6 | 10
40. CN(Cc1ccccc1)C(=O)CN1CCN(C(c2ccccc2)c2ccccc2)CC1
 : -0.1 | -3 | 0.9 | -2 | -4 | 4 | 1 | -2 | -0.5 | -0.3 | 74
41. Cc1ccc(NC(=O)CSCC(=O)OCc2cc(=O)oc3cc(O)ccc23)c(C)c1
 : 4.9 | 18 | -0.5 | -10 | 2 | 0 | -7 | 0 | 0.3 | -1.2 | 0
